Screening data deposited in PubChem BioAssay by NCI.
Growth percent in the NCI-60 one-dose screen (48 h, 10 µM unless noted): 100 = growth as untreated, 0 = no growth, -100 = all killed.
MOLT-4: MOLT-4 leukemia cells; actives 6.9% (n = 80,000); AID 1794779
CCRF-CEM: CCRF-CEM leukemia; actives 7% (n = 77,000); AID 1794778
SR: SR leukemia cells | AID 1794780 | actives 8.7% (n = 73,000)
HOP-62: HOP-62 NSCLC; actives 3.9% (n = 80,000); AID 1794735
RPMI-8226: RPMI-8226 leukemia cells. actives 7.5% (n = 77,000). AID 1794781
MDA-MB-435: MDA-MB-435 melanoma; actives 7.8% (n = 82,000)
K-562: K-562 leukemia | actives 7.4% (n = 78,000)
HOP-92: HOP-92 NSCLC cells | actives 6.3% (n = 71,000)
* marks the source's active call; other numbers are inactive results; . = not tested or not shown. Rule for the calls: active = growth percent below 10; inactive = the rest. Rows are unselected; about 14% have a hit in one of these screens.

No.	canonical_smiles	SR	RPMI-8226	K-562	CCRF-CEM
1	O=C1/C(=C/c2ccc([N+](=O)[O-])cc2)Oc2ccc(O)c(-c3ccccc3)c21	75	99	63	94
2	O=c1nc(Nc2ccc(Cl)cc2O)sc2ccccc12	.	41	47	34
3	O=C(O)c1ccccc1NC1=C(I)C(=O)c2ncccc2C1=O	72	101	63	112
4	COc1cc(-c2nnc(-c3nc(-c4cc(OC)c(OC)c(OC)c4)n4ccccc34)o2)cc(OC)c1OC	67	25	50	.
5	CCOC(=O)c1cc(-c2ccccc2)nc2c(O)cccc12	67	91	74	54
6	COc1cccc(C2C(Cl)C(=O)N2n2cnnc2)c1 (stereo not given)	.	95	99	92
7	Cc1ccc(-c2nn(-c3ccc(S(N)(=O)=O)cc3)c(=O)c3ccccc23)c(C)c1	.	98	50	99
8	NCCCNc1nc(-c2ccccn2)nc2sc3c(c12)CCCCC3	74	93	98	97
9	CCCCCCCCCCCCCCCc1cc(O)ccc1S(=O)(=O)O	99	91	95	95
10	CCC(=O)Oc1ccc(C(C)(C)C)cc1	105	100	106	94
11	O=C(Nc1cccc(F)c1)C1=NCCCCN1	103	96	98	99
12	O=C(O)C=C(c1ccccc1)c1ccccc1	116	102	93	109

No.	HOP-92	HOP-62	MOLT-4	MDA-MB-435
1	72	97	63	83
2	78	88	66	67
3	117	103	102	108
4	54	79	60	87
5	.	91	66	91
6	93	76	101	94
7	103	94	96	41
8	79	90	99	87
9	97	103	96	105
10	92	100	115	112
11	92	100	101	100
12	104	112	101	106

(cont.)
No.	canonical_smiles	SR	RPMI-8226	K-562	CCRF-CEM
13	O=C(O)CN1C(=O)/C(=C/c2cc3cc4c(cc3nc2Cl)OCCO4)SC1=S	93	94	96	94
14	O=C(Oc1cccnc1)c1ccsc1Nc1ccnc(C(F)(F)F)c1	18	28	26	24
15	Cc1nc2cc(Nc3nc(Nc4ccc(F)cc4)nc(-c4cccs4)n3)ccc2n1Cc1ccccc1	18	-0.3*	43	27
16	O=C(Nc1ccccc1)c1sc(-c2ccccc2)cc1O	70	74	83	97
17	Cc1ncc(C[n+]2csc(CCO)c2C)c(N)n1	103	98	98	94
18	CCOC(=O)CC1CSC(Nc2ccc(C)cc2)=N1 (stereo not given)	100	96	114	103
19	O=C(O)CCCN1C(=O)/C(=C/c2ccc(O)c(O)c2)SC1=S	104	113	100	108
20	COc1cc(-c2nnc(COc3ccc(Cl)cc3Cl)o2)ccc1O	107	92	80	87
21	CC(C)N1C(=O)c2ccccc2C(n2c(-c3ccnc(Cl)c3)nc3ccccc32)C1=O (stereo not given)	112	93	104	105
22	O=Cc1ccc(COC2CCC(=O)N2)o1 (stereo not given)	100	108	95	95
23	Nc1cc(=O)n(Cc2ccccc2)c(N)c1C(=O)NCc1ccccc1	114	107	98	.
24	O=[N+]([O-])c1ccc2c(c1)sc1nc(-c3c[nH]c4ccccc34)c(Nc3ccc(Br)cc3)n12	106	101	102	99

No.	HOP-92	HOP-62	MOLT-4	MDA-MB-435
13	.	127	107	107
14	45	96	8.6*	83
15	22	92	24	44
16	77	112	95	90
17	100	102	97	93
18	100	89	106	101
19	110	119	105	98
20	.	99	81	103
21	76	78	110	98
22	100	107	98	96
23	89	104	102	105
24	80	91	107	97

14 structures out of the list, arranged by count of non-hydrogen atoms, ascending.
No.	canonical_smiles	SR	RPMI-8226	K-562	CCRF-CEM
10	CCC(=O)Oc1ccc(C(C)(C)C)cc1	105	100	106	94
11	O=C(Nc1cccc(F)c1)C1=NCCCCN1	103	96	98	99
17	Cc1ncc(C[n+]2csc(CCO)c2C)c(N)n1	103	98	98	94
18	CCOC(=O)CC1CSC(Nc2ccc(C)cc2)=N1 (stereo not given)	100	96	114	103
16	O=C(Nc1ccccc1)c1sc(-c2ccccc2)cc1O	70	74	83	97
19	O=C(O)CCCN1C(=O)/C(=C/c2ccc(O)c(O)c2)SC1=S	104	113	100	108
20	COc1cc(-c2nnc(COc3ccc(Cl)cc3Cl)o2)ccc1O	107	92	80	87
14	O=C(Oc1cccnc1)c1ccsc1Nc1ccnc(C(F)(F)F)c1	18	28	26	24
23	Nc1cc(=O)n(Cc2ccccc2)c(N)c1C(=O)NCc1ccccc1	114	107	98	.
13	O=C(O)CN1C(=O)/C(=C/c2cc3cc4c(cc3nc2Cl)OCCO4)SC1=S	93	94	96	94
7	Cc1ccc(-c2nn(-c3ccc(S(N)(=O)=O)cc3)c(=O)c3ccccc23)c(C)c1	.	98	50	99
21	CC(C)N1C(=O)c2ccccc2C(n2c(-c3ccnc(Cl)c3)nc3ccccc32)C1=O (stereo not given)	112	93	104	105
24	O=[N+]([O-])c1ccc2c(c1)sc1nc(-c3c[nH]c4ccccc34)c(Nc3ccc(Br)cc3)n12	106	101	102	99
15	Cc1nc2cc(Nc3nc(Nc4ccc(F)cc4)nc(-c4cccs4)n3)ccc2n1Cc1ccccc1	18	-0.3*	43	27

No.	HOP-92	HOP-62	MOLT-4	MDA-MB-435
10	92	100	115	112
11	92	100	101	100
17	100	102	97	93
18	100	89	106	101
16	77	112	95	90
19	110	119	105	98
20	.	99	81	103
14	45	96	8.6*	83
23	89	104	102	105
13	.	127	107	107
7	103	94	96	41
21	76	78	110	98
24	80	91	107	97
15	22	92	24	44

Whole records as entered above. Order of screens: SR | RPMI-8226 | K-562 | CCRF-CEM | HOP-92 | HOP-62 | MOLT-4 | MDA-MB-435
Listed for O=C(Oc1cccnc1)c1ccsc1Nc1ccnc(C(F)(F)F)c1 → 18 | 28 | 26 | 24 | 45 | 96 | 8.6* | 83
Listed for Nc1cc(=O)n(Cc2ccccc2)c(N)c1C(=O)NCc1ccccc1 → 114 | 107 | 98 | . | 89 | 104 | 102 | 105
Listed for O=C(O)CN1C(=O)/C(=C/c2cc3cc4c(cc3nc2Cl)OCCO4)SC1=S → 93 | 94 | 96 | 94 | . | 127 | 107 | 107

Continuation.
No.	canonical_smiles	SR	RPMI-8226	K-562	CCRF-CEM
25	Cc1[nH]nc2cccc(-c3ccc4[nH]c(=O)nc(-c5ccccc5)c4c3)c12	65	86	82	89
26	FC(F)(F)c1ccc(-c2nc(-c3cc(-c4ccco4)nc(-c4ccco4)c3)cc3c2[nH]c2ccccc23)cc1	57	81	80	57
27	CC(=O)c1cc2c(o1)C(=O)c1ccccc1C2=O	1.0*	-44*	-25*	-75*
28	CC/C(=C(\c1ccc(OCCN2CCCCCC2)cc1)c1ccc(OC(=O)Cc2ccccc2)cc1)c1ccccc1	100	108	102	101
29	C/C=C1/CN2CC[C@H]1C(=O)c1[nH]c3ccccc3c1C2	114	110	95	107
30	Nc1ccc(SCC(=O)O)cc1	.	100	101	94
31	Nc1nc2cc(Cl)c(Cl)cc2n2cc3ccccc3c12	.	80	.	55
32	Cc1ccc(C(C)C)c(OC(=O)Nc2ccc(Br)cc2)c1	89	71	66	77
33	Cc1nc(NC(=O)NC2CCCCC2)sc1C(=O)NNC(=O)NC1CCCCC1	31	55	78	83
34	CCCCCCCC(=O)c1ccccc1	106	.	105	93
35	O=C(CSc1nc2ccc([N+](=O)[O-])cc2[nH]1)Nc1cccc(Cl)c1	13	-20*	16	16
36	CCOc1ccc2nc(N(C=O)Cc3ccc(C(C)C)cc3)sc2c1	98	101	92	99

No.	HOP-92	HOP-62	MOLT-4	MDA-MB-435
25	52	85	80	98
26	75	88	102	104
27	-9.0*	-58*	-43*	-94*
28	102	93	101	100
29	.	93	83	108
30	.	100	102	107
31	.	68	86	91
32	63	94	78	106
33	67	.	83	89
34	86	99	123	94
35	-28*	35	8.0*	20
36	97	.	99	102

More compounds follow.
No.	canonical_smiles	SR	RPMI-8226	K-562	CCRF-CEM
37	COc1ccc2c(c1)-c1c(OC)c(OC)cc3c1C(C2)OCC3 (stereo not given)	83	84	80	85
38	C=C1C(=O)O[C@H]2[C@H]1CC/C(COC(=O)c1cc3cc(Cl)ccc3[nH]1)=C\CC[C@@]1(C)O[C@@H]21	-26*	-30*	-21*	-25*
39	CCC(=O)Oc1ccc(/C(=C(/CC)c2ccccc2)c2ccc(OCCCN(C)C)cc2)cc1	82	105	73	108
40	c1cc(-c2nc(N3CCOCC3)c3c4c(sc3n2)CCCC4)ccn1	66	92	79	100
41	CCOC(=O)C1NNc2c3ncnc-3ncn2C1=O (stereo not given)	104	106	105	99
42	COc1cc2ncnc(Nc3ccc(S(=O)(=O)Nc4cc(C)on4)cc3)c2cc1OCCCN1CCN(c2ccccc2)CC1	106	106	106	105
43	CCOC(=O)c1c2c(n(-c3ccccc3)c1-c1ccccc1)C=CCC2	86	92	82	101
44	Cc1cccc(Cc2ccccc2C(=O)c2cccc3ccccc23)c1	123	96	117	97
45	O=C1OC(=O)C2C1CC1C(=O)OC(=O)C12 (stereo not given)	89	97	107	91
46	COC(=S)OC1CC(n2cnc3c(N)ncnc32)OC1CO[Si](C)(C)C(C)(C)C (stereo not given)	99	93	95	97
47	Cc1ccc(C2CC(c3ccc(NC(=S)Nc4ccccc4)cc3)=NN2c2ccc(S(N)(=O)=O)cc2)cc1 (stereo not given)	18	7.1*	23	14
48	O=C1CCSC(=S)N1CCCCN1C(=O)CCSC1=S	91	91	97	95

No.	HOP-92	HOP-62	MOLT-4	MDA-MB-435
37	101	91	88	104
38	-80*	-64*	-21*	-92*
39	93	97	81	96
40	95	90	79	96
41	102	106	105	106
42	119	97	100	103
43	91	85	80	93
44	.	94	97	97
45	74	104	97	98
46	100	103	86	106
47	7.6*	35	26	24
48	109	111	88	99

The results go on:
No.	canonical_smiles	SR	RPMI-8226	K-562	CCRF-CEM
49	C=C(C)[C@@H]1CC[C@]2(C(=O)O)CC[C@]3(C)[C@H](CC[C@@H]4[C@@]5(C)CCCNC(C)(C)[C@@H]5CC[C@]43C)[C@@H]12	85	60	49	.
50	S=c1[nH]c(=S)c2[nH]cnc2[nH]1	100	102	98	93
51	O=C(/C=C/c1cn(-c2ccccc2)nc1-c1ccc(Br)cc1)c1cc2ccccc2oc1=O	89	94	93	94
52	COc1cc(-n2ncc3cc(N)ccc32)cc(OC)c1OC	.	92	.	100
53	COc1cc2nc(Cc3ccc(C#N)cc3)[nH]c(=O)c2cc1OC	81	90	91	103
54	Nc1cc2c(S(=O)(=O)O)cc(S(=O)(=O)O)cc2cc1S(=O)(=O)O	80	83	83	87
55	Clc1nc(Cl)nc(-c2cn(-c3ccccc3)c3ccccc23)n1	80	92	91	93
56	CC(C)Sc1nc(-c2ccc(Br)cc2)c(C#N)c(N2CCOCC2)n1	82	82	87	82
57	COc1cccc(-c2nn(-c3ccccc3)cc2-c2ccnc(NCCNC(=O)Nc3cccc(C(F)(F)F)c3)c2)c1	-21*	33	2.5*	29
58	O=c1[nH]c(N2CCOCC2)nc2c(-c3cccc4c3sc3ccccc34)cc(Cl)cc12	66	95	84	87
59	CC(C)C(c1ccccc1)C(O)CC[N+]1(C)CCCCC1 (stereo not given)	87	.	97	101
60	Oc1c(Cl)c(Cl)c2ncccc2c1Cl	92	106	103	100
61	CC(=O)c1ccc(N/N=C(/C(=O)c2ccc(Cl)cc2)c2nc(C)cc(=O)[nH]2)cc1	62	92	88	.
62	CC12CCCC(=O)N1c1ccccc1-c1nc(-c3ccc(F)cc3)nn12 (stereo not given)	83	93	92	103

No.	HOP-92	HOP-62	MOLT-4	MDA-MB-435
49	38	97	70	90
50	106	93	106	112
51	86	96	85	103
52	85	95	.	102
53	56	.	96	101
54	88	96	74	107
55	.	109	94	106
56	79	115	73	96
57	1.0*	10.0*	.	29
58	87	90	94	100
59	103	97	103	103
60	90	111	96	120
61	98	117	84	96
62	80	67	101	103
